XiGFP reactiv = activators of X-chromosome reactivation in mouse fibroblasts; activation, % at 7.58 µM; hit rate 0.055% among 360,000; XiGFP mouse fibroblasts, % GFP-positive cells imaging, 3 d; cells co-treated with 5-aza-dC sensitizer; scaled so ellipticine positive control = 100%;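 active = mean normalized replicate activation at least 10% and every replicate at or above 10%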;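 also: 0% = median of on-plate neutral control wells and 100% = ellipticine 6 µM median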
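Material: XiGFP fibroblasts, SV40-immortalized; Buffer or medium: DMEM containing 5-aza-dC; Compound dosing: single point; Times: 3 days compound exposure.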
INS-1E GSIS act = primary screen for activators of insulin secretion dependent on glucose, INS-1E cells, GLuc reporter luminescence; INS-1E GLuc reporter insulin secretion, 2-3 h; activation, % at 16.6 µM; hit rate 0.61% among 370,000;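 active = lowest replicate activation of at least 40%, so every replicate reaches that level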;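 also: 0% = median of neutral control wells and 100% = median of IBMX positive control wells; some compounds called inactive have numbers as strong as hits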
F508del corr = correctors of CFTR F508del function in bronchial epithelial cells | CFBE cells, YFP halide quenching; stimulated with forskolin plus potentiator P3; % fluorescence drop versus neutral controls | activity (quench increase), % at 7.58 µM | hit rate 0.36% among 350,000 | AID 720511;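 active = mean added fluorescence quench of at least 8% versus neutral control, with both replicates also reaching 8%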;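 also: cells transiently co-express mutant CFTR-F508del with the halide-sensitive YFP; corrector assay measuring rescue of mutant channel to the surface after 24 h compound exposure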
RAD52 anneal inh = blocks human RAD52 DNA annealing | P43351 | recombinant RAD52 DNA annealing, FRET fluorescence | inhibition, % at 18.7 µM | hit rate 0.46% among 360,000 | AID 651710;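 active = every replicate showing at least 50% inhibition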
RAD54 inh = inhibitors of human RAD54 branch migration; hit rate 0.14% among 360,000; RAD54 Holliday junction branch migration, FAM/BHQ fluorescence; inhibition, % at 10.4 µM; AID 602329; Q92698;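 active = mean normalized replicate activity at least 40 and at least half of replicates scoring 40 or more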;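 also: 0% = median of neutral control wells and 100% = median of positive control wells; inhibitors cause a drop in the FAM fluorescence signal; in these data hits start at about 50%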
ERAP1 inh = blocks human ERAP1 aminopeptidase activity; hit rate 0.15% among 340,000; AID 652197; inhibition, % at 10.7 µM; recombinant ERAP1, Leu-AMC fluorescence, 60 min;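 active = mean replicate inhibition of at least 30%, or all replicates individually reaching that 30% level; inactive = mean below 30% and not every replicate reaching it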;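 also: 0% = neutral control wells and 100% = L-leucinethiol positive control wells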
Target sequence (Q9NZ08 whole entry, looked up): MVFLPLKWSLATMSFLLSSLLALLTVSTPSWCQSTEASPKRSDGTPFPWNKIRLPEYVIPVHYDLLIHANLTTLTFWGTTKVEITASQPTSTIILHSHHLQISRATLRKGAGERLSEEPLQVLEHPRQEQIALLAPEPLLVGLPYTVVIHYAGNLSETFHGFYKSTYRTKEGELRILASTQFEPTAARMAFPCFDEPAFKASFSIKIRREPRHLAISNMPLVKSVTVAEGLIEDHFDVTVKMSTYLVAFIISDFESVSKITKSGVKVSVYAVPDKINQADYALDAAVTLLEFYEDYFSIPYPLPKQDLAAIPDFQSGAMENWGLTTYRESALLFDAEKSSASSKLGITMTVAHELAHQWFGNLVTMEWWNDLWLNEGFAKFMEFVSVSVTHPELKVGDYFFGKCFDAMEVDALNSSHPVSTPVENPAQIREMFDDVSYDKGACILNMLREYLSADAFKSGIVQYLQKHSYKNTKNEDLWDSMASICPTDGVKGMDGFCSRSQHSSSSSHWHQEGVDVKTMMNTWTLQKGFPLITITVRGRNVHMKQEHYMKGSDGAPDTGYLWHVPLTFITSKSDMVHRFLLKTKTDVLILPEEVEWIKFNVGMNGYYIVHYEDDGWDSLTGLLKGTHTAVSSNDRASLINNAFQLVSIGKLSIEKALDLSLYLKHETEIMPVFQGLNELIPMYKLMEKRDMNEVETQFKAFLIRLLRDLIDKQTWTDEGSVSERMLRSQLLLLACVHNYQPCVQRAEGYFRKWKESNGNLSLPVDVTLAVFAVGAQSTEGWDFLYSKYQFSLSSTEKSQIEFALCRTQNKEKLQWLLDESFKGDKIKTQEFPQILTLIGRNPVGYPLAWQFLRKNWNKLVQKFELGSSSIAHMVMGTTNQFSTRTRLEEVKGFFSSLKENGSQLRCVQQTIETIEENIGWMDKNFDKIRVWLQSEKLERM
ARNT-TACC3 inh = disruptors of human ARNT/TACC3 interaction; Q9Y6A5; AlphaScreen His-ARNT PAS-B/GST-TACC3 binding, luminescence; TACC3 fragment carries E629A point mutation; inhibition, % at 9.99 µM; hit rate 0.66% among 390,000; AID 623870;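 active = mean inhibition of replicates at least 50% and at least half of replicates each reaching 50%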;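 also: 0% = complete ARNT plus TACC3 wells and 100% = ARNT alone without TACC3; many hits fall short of the cut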
esBAF inh = SWI/SNF esBAF complex inhibition; mouse ES cells, Bmi1-luciferase knock-in reporter, 24 h; 100% = twice the neutral-well signal; reporter increase, % at 12.5 µM; hit rate 2% among 350,000; AID 602393; in the data active = activation above about 40%;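 also: 0% = median of the plate's neutral control wells and 100% = double that signal; a rise in the Bmi1 reporter signal indicates esBAF inhibition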
* = called active by the depositor; . = no result given.

Value order – XiGFP reactiv	INS-1E GSIS act	F508del corr	RAD52 anneal inh	RAD54 inh	ERAP1 inh	ARNT-TACC3 inh	esBAF inh
> COc1ccc(C=C(C(=O)c2ccccc2)C(=O)c2ccccc2)cc1
→ -0.1	-9.4	-0.1	-15.8	.	5.2	.	.
> Cc1ccc(NC(=S)NNC(=O)c2cccc([N+](=O)[O-])c2)cc1Cl
→ 0.0	.	-0.1	-11.1	.	0.1	25.9	.
> CC(C)C(=O)NCCc1nc(-c2ccccc2Cl)no1
→ 0.0	-8.2	-0.2	-13.9	-6.3	-0.5	-6.8	5.0
> O=C(COc1ccc([N+](=O)[O-])cc1)NNC(=O)Nc1ccccc1F
→ 0.2	36.4	-2.2	-1.7	7.3	2.8	0.9	-7.7
> C[C@H]1CN([C@@H](C)CO)C(=O)c2cccc(NC(=O)CCCCCC(=O)Nc3ccccc3N)c2O[C@H]1CN(C)Cc1ccc(Cl)c(Cl)c1
→ -0.6	4.5	-2.9	-26.6	.	1.7	.	.
> O=C(NCC1CC1)C1(C(F)(F)F)CC(CCc2ccccc2)CCCO1 (stereo not given)
→ 0.0	-28.9	2.0	4.3	4.4	-2.8	-9.6	-5.2
> COc1ccc(/C=C2\C(=O)ON=C2c2cccc([N+](=O)[O-])c2)cc1
→ 0.0	-18.3	0.8	-38.4	.	7.0	.	.
> O=C(Nc1ccccc1)c1cc2ccccc2[nH]1
→ 0.1	-3.6	-0.7	-10.5	-1.3	-1.7	-18.4	.
> C[C@@H]1CN([C@@H](C)CO)C(=O)Cc2cc(NC(=O)c3ccncc3)ccc2O[C@@H]1CN(C)Cc1ccccc1
→ 0.1	1.1	-0.8	2.4	0.6	-5.0	-1.2	-8.4
> Cc1cccc(C)c1NC(=O)C(c1cccc2ccccc12)n1c(=O)c(-c2ccco2)nc2ccccc21 (stereo not given)
→ 0.0	-20.1	-2.2	-33.6	.	.	.	.
> CC(C)C(c1nnnn1C1CCCCC1)N1CCN(C(=O)c2ccco2)CC1 (stereo not given)
→ 0.3	-4.7	-5.0	-13.0	-2.9	-3.0	.	0.3
> COc1ccc(NC(=O)Nc2cccc3c2O[C@H](CN(C)Cc2ccc(C(=O)Nc4ccccc4N)cc2)[C@H](C)CN([C@H](C)CO)C3=O)cc1
→ -1.1	10.8	-2.5	-4.8	4.5	-1.5	1.7	-25.7
> COc1ccc(-c2nc(N)n(S(=O)(=O)c3ccc(C)cc3)n2)cc1
→ 0.0	-5.8	-2.5	-11.3	.	-2.1	3.4	.
> COc1ccc(O)c(/C=N/N2CCCCC2)c1
→ 0.1	-2.1	1.2	-8.0	5.3	0.3	-4.8	6.4
> O=C1CN(C(=O)CSc2ccccn2)c2ccccc2N1
→ 0.3	9.0	2.1	-10.5	-10.7	-1.7	-2.7	0.4
> Cc1ccc(C(=O)CCC2CCCCC2=O)cc1 (stereo not given)
→ .	2.8	.	-14.4	-3.6	-1.6	-4.3	45.3*
> Cc1cccc(-c2ccc([C@@H]3[C@@H](CO)N4CCCCN(C(=O)c5ccc6c(c5)OCO6)C[C@H]34)cc2)c1
→ 0.1	-24.5	-1.7	-4.9	7.4	-4.0	4.3	2.6
> COc1ccc(OC)c(NC(=O)c2cc3oc4ccccc4c3cc2O)c1
→ 0.0	-31.7	0.1	-11.0	-0.2	-1.0	2.2	6.4
> CC(=O)Nc1nnc([N+](=O)[O-])s1
→ 0.2	-26.3	-7.6	-8.9	1.2	4.9	.	-0.8
> COc1ccc(NC(=O)CN2C(=O)S/C(=C/c3cccn3-c3ccc(C(=O)O)cc3)C2=O)cc1
→ 0.0	3.1	-6.5	-42.9	-15.3	-1.2	-0.3	-13.6
> Cc1c(NC(=O)CN2CCCC(C)C2)ccc2nsnc12 (stereo not given)
→ -0.1	17.9	3.6	2.7	8.5	0.6	-4.3	-1.3
> N#Cc1cccc(-c2ccc3c(c2)[C@@H]2[C@@H](CCN2S(=O)(=O)c2ccccc2F)[C@H](CO)N3)c1
→ -0.1	-1.2	-0.8	15.2	-4.6	-0.7	3.4	5.9
> Cc1ccccc1-n1ncc2c1CC(C)(C)CC2NC(=O)CSc1ccncc1 (stereo not given)
→ 0.7	10.5	-2.3	-20.9	-5.4	-0.1	-2.9	0.4
> CCOc1ccc(N=c2oc3cc(O)ccc3cc2C(=O)NCC2CCCO2)cc1 (stereo not given)
→ .	22.7	-2.6	-11.7	4.6	-19.0	-1.8	13.9
> N#C/C(C(=O)N1CCCCC1)=C1/N=C(NC(=O)c2ccc(F)cc2)c2ccccc21
→ 0.0	0.4	-1.1	-5.6	0.2	1.5	-2.0	24.4
> Cc1ccccc1Nc1nc(N)nc(COC(=O)c2ccc([N+](=O)[O-])o2)n1
→ 0.3	7.4	3.5	-13.4	-4.0	1.8	.	-5.1
> COc1ccc(N2CCN(C(=O)COC(=O)c3ccc(-n4nc(C)cc4C)cc3)CC2)cc1
→ 0.2	.	-0.4	-4.8	0.4	-1.6	8.5	1.5
> C[C@@H]1CN([C@@H](C)CO)C(=O)Cc2cc(NC(=O)CCCN(C)C)ccc2O[C@@H]1CN(C)CC1CCCCC1
→ 0.0	8.6	0.5	5.4	-0.6	1.5	-7.9	-4.6
> Cc1cc(=O)[nH]c(N/N=C/c2ccc(C)o2)n1
→ -0.1	2.1	0.5	-4.6	.	-1.4	.	.
> Cc1nn(Cc2ccc(F)cc2)c(C)c1NC(=O)c1noc2c1CCc1ccccc1-2
→ -0.1	-7.9	1.0	-7.1	-1.7	-3.3	-11.1	1.1
> CCc1ccc(Nc2nnc(SCC(=O)NCCN3C(=O)CSC3=O)s2)cc1
→ 0.0	-2.5	-4.0	-22.1	.	-0.8	9.7	24.7
> C[C@H](CO)N1C[C@H](C)[C@H](CN(C)S(=O)(=O)c2ccccc2)Oc2c(NC(=O)C3CC3)cccc2C1=O
→ 0.1	4.5	-1.5	1.4	-1.6	-0.3	-6.8	-2.5
> Cc1noc(C)c1S(=O)(=O)N(C)C[C@@H]1Oc2c(NC(=O)C3CCOCC3)cccc2C(=O)N([C@@H](C)CO)C[C@@H]1C
→ 0.0	16.0	-1.5	.	.	.	.	-3.5
> CCNC(=O)[C@H]1[C@H](CO)[C@H]2Cn3c(ccc(-c4ccccc4)c3=O)[C@H]2N1Cc1ccccn1
→ 0.0	5.0	-2.4	-9.2	4.6	-2.1	26.1	2.4
> Nc1nc(SCc2ccc(Br)cc2)[nH]c(=O)c1-c1ccccc1
→ 0.0	-3.5	.	-7.0	2.7	4.4	-1.2	13.2
> CC(=O)Nc1nc2c(s1)C(=O)NCC(C)(C)C2
→ 0.0	.	-0.7	-9.1	0.0	1.4	.	.
> C[C@H]1CN([C@@H](C)CO)C(=O)Cc2cc(NS(C)(=O)=O)ccc2O[C@H]1CN(C)C(=O)Nc1ccc2c(c1)OCO2
→ 0.3	8.8	-2.4	.	6.5	.	-11.1	0.4
> Cc1cnc(C(=O)OC(C)C(=O)Nc2ccc3c(c2)OCCO3)cn1 (stereo not given)
→ 0.0	-1.7	2.7	-13.0	-0.9	-2.8	.	2.7
> CCN(CC)C1CCN(C(=O)c2cc(COc3ccccc3SC)on2)C1 (stereo not given)
→ 0.0	12.6	1.2	2.4	11.5	-1.0	2.4	-10.7
> COCC#Cc1ccc2c(c1)O[C@@H](CN(C)Cc1cncnc1)[C@H](C)CN([C@H](C)CO)S2(=O)=O
→ -0.7	6.5	0.3	2.3	4.2	-3.1	-4.1	-5.4
> Cc1noc(C)c1NC(=O)N1C[C@@H](O)COC[C@H]2O[C@@H](CC(=O)NCC3CCCCC3)CC[C@@H]21
→ 0.2	5.1	-1.3	-5.6	-11.7	3.2	4.5	2.7
> C[C@@H]1CN([C@@H](C)CO)C(=O)c2cc(NS(=O)(=O)c3cn(C)cn3)ccc2O[C@@H]1CN(C)C(=O)Nc1ccc2c(c1)OCO2
→ 0.1	11.4	-1.8	4.9	-4.3	0.5	-4.7	-3.8
> O=C(c1noc2c1CCCC2)N1CCc2c([nH]c3ccccc23)C1c1ccccn1 (stereo not given)
→ 0.0	-1.6	1.3	-7.9	.	0.0	.	.
> O=C(C1CCN(c2nnc(N3CCCC3=O)s2)CC1)N1CCN(c2cccc(C(F)(F)F)c2)CC1
→ 0.4	-13.1	5.3	-3.0	-7.5	2.8	0.9	8.4
> N#C/C(=C\c1cccn1-c1ccccc1)C(=O)NC1CCCCC1
→ 0.5	.	.	-10.3	.	1.3	5.0	12.3
> COc1cccc(S(=O)(=O)Nc2ccc3c(c2)C(=O)N(C)C[C@H](OC)[C@@H](C)CN(Cc2ccccc2F)[C@@H](C)CO3)c1
→ -0.2	-12.9	-0.3	-18.5	-0.1	-1.1	6.5	0.7
> COc1cc(-c2cc3nc(NCc4cccc(Cl)c4)ccn3n2)cc(OC)c1OC
→ 0.1	.	3.1	-40.3	9.6	-0.2	.	7.7
> CO[C@H]1CN(C)C(=O)c2ccc(NC(=O)C3CCCC3)cc2OC[C@@H](C)N(CC2CC2)C[C@H]1C
→ -0.1	19.4	2.5	3.7	0.2	4.2	-4.5	-0.6
> CO[C@@H]1CN(C)C(=O)c2cc(NC(=O)c3cnccn3)ccc2OC[C@@H](C)N(CCC(F)(F)F)C[C@H]1C
→ 0.0	-4.0	0.3	-6.6	-4.0	-1.0	-7.1	-2.0
> O=C(c1cccnc1)N1C[C@@H]2[C@H](c3ccccc31)[C@@H](CO)N2C(=O)C1CCOCC1
→ -0.1	12.8	-2.9	-9.1	-1.6	-1.7	4.0	-5.8
> O=C(Nc1ccccc1)c1cc(C2COCCN2C(=O)c2ccccn2)on1 (stereo not given)
→ 0.1	-1.1	-1.6	4.8	6.4	-3.7	.	7.1
> Cc1ccc(C(NC(=O)N2CCCC2)C(Cl)(Cl)Cl)cc1F (stereo not given)
→ 0.1	3.6	2.3	-0.4	.	-2.7	-6.7	.
> O=C1c2ccccc2NC2(CCCCC2)N1N=C1CCCCC1
→ 0.0	7.8	-3.5	-20.6	-1.8	1.5	-2.4	1.8
> COc1ccc(C(O)c2ncc(-c3ccc(Cl)cc3)[nH]2)cc1 (stereo not given)
→ 0.0	-15.0	2.1	-34.3	10.7	0.6	.	28.3
> CO[C@@H]1CN(C)C(=O)c2ccc(NC(=O)C3CCOCC3)cc2OC[C@@H](C)NC[C@@H]1C
→ 0.1	-8.5	1.7	8.8	-2.7	.	13.2	2.0
> O=C(O)c1ccccc1C(=O)NCCCCCCNC(=O)c1ccccc1C(=O)O
→ 0.1	-2.2	-0.2	-8.9	1.8	-2.2	-10.4	-2.7
> CNC[C@@H]1Oc2c(NC(=O)NC3CCCCC3)cccc2C(=O)N([C@H](C)CO)C[C@@H]1C
→ -0.1	2.4	0.2	-3.0	-4.7	3.0	-4.6	-2.7
> C[C@@H]1CCCCO[C@H](CN(C)S(=O)(=O)c2ccc(F)cc2)[C@@H](C)CN([C@H](C)CO)C(=O)c2cc(NC(=O)CCCCCC(=O)Nc3ccccc3N)ccc2O1
→ -0.1	-2.6	-1.6	-4.2	-2.5	-1.7	-8.7	-2.6
> CO[C@@H]1CN(C)C(=O)c2ccc(NC(=O)C3CCC3)cc2OC[C@H](C)N(C(=O)NC(C)C)C[C@H]1C
→ -0.4	2.6	-0.2	4.5	-5.9	-2.5	-3.7	-1.3
> CN(C)C(=O)CSc1cnc2ccccc2n1
→ 0.0	6.0	-2.6	-1.4	.	-2.9	0.9	.

Bioassay records (PubChem)

Rows are unselected. About 3.3% of those tested had a hit in this group.
